High-throughput results: PubChem, several laboratories
T cell HTS: modulates CD8 T cell binding to vesicles; 2C CD8+ T cell-vesicle binding, flow cytometry; active compounds read low; calls only at 7 µM; 330,000 compounds, 0.068% hits; AID 2052;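 active means response, share of CD8 T cells binding vesicles, and their 90th percentile fluorescence all below set limits, cut at about 80% in these data, passing the limit was not always enough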
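Read-out – percent CD8+ FL2 mean versus row control · System – murine 2C transgenic CD8+ T lymphocytes · Times – 1.5 h cell–vesicle binding at 37 °C, then 20 min icy labelling · Control set – naked vesicles low, QL9 vesicles with vehicle high · Detection – cytometric PE anti-B7-1 and Alexa647 anti-CD8 signals after 1% paraformaldehyde fixation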
NS5 inhibitors: flavivirus cap methylation enzyme inhibition – biochemical, confirmation dose response, primary screen (AID 588689); Dengue-2 NS5 methyltransferase capping enzyme assay, biochemical; higher % means a stronger effect; inhibition, % at 25 µM; hits with a dose series show IC50 in µM; 340,000 compounds, 0.3% hits; in the data active means a potency from the dose series; inconclusive means inhibition above about 29% without an active follow-up result
RSV CPE inhibition: RSV antiviral activity via CPE protection, HEp-2 cells, primary 10 µM value included (AID 2391). HEp-2 cells, RSV-induced CPE inhibition; higher % means a stronger effect. CPE inhibition, % at 10 µM; hits with a dose series show IC50 in µM. 310,000 compounds, 0.13% hits; in the data active means a potency from the dose series; inconclusive means CPE inhibition mostly from about 23% at the one dose, without a potency; inactive means the rest, 99 in 100 with CPE inhibition below about 21%; further: strong numbers were not always called active
NTR1 agonist: NTR1-driven beta-arrestin-GFP spot formation – imaging, U2OS cells, high content, primary screen (AID 493036); agonist mode; 330,000 compounds, 0.17% hits; activation, % at 20 µM;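 active means activation at or above 40% of the spot to cytoplasm intensity ratio, with at least 20 cells analyzed; inconclusive means wells under 20 cells, flagged as cytotoxic or low count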;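 further: 0% = DMSO without peptide and 100% = 100 nM NTR1 peptide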
Target sequence (P30989 whole entry, looked up): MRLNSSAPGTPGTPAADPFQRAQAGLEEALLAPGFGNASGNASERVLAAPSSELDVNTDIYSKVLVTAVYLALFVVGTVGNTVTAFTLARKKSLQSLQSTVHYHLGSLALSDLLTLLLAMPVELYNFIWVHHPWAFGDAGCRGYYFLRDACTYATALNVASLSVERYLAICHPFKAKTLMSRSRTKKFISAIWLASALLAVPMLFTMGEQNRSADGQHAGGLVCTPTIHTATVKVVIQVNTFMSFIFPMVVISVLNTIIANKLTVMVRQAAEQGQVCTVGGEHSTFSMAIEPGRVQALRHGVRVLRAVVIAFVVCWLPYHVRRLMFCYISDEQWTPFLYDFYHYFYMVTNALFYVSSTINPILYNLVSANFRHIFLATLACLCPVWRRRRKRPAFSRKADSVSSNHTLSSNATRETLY
K1F lysis inhibition: inhibition of K1F phage lysis, E. coli UTI89, bacterial capsule biogenesis inhibitors, alamar blue (AID 488966). E. coli UTI89 K1F phage lysis, alamar blue, 2 h; higher % means a stronger effect. one-dose inhibition, % at 100 µM; IC50 in µM for titrated hits. 340,000 compounds, 0.02% hits;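 active means phage lysis inhibition, versus mean bacterial control, above a set limit; inconclusive means no clear call, values can overlap the other calls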;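 further: capsule biogenesis inhibitors block K1F phage lysis so surviving cells raise fluorescence; higher fluorescence means more inhibition of phage lysis; actives were called in the ten point dose series up to 300 µM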
PhoP inhibition: inhibitors of PhoP regulon expression, primary screen, Salmonella Typhimurium, GFP reporter (AID 1863); one-dose inhibition, % at 50 µM; IC50 in µM for titrated hits; 300,000 compounds, 0.16% hits; S. Typhimurium PhoP-regulated promoter GFP reporter, 4 h; higher % means a stronger effect;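 active means inhibition over 29.93%, a cutoff 3 SD above the screen mean, later confirmed by dose response; inconclusive means inhibition over 29.93% but no dose response follow-up; inactive means inhibition at most 29.93% or unconfirmed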;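 further: 0% = low Mg2+ inducing control and 100% = high Mg2+ repressing control; strong numbers were not always called active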
Rac1 GTP hydrolysis: MgcRacGAP GTPase-activating activity inhibitors, confirmation, biochemical, ADP Hunter fluorescence; MgcRacGAP-stimulated Rac1 GTP hydrolysis, ADP Hunter fluorescence; higher % means a stronger effect; GST-tagged Rac1 F28L mutant substrate; inhibition, % at 30 µM, or IC50 in µM where a hit was titrated; 340,000 compounds, 0.6% hits; AID 624330;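 active means first-screen hits whose inhibition reached a set limit at any dose in the follow-up dose series; inconclusive means inhibition above the set first-screen limit but never retested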;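 further: fluorescence reports GDP produced by GAP-driven GTP hydrolysis; strong numbers were not always called active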
Large T inhibition: SV40 large T antigen inhibitors, biochemical (AID 1903) | SV40 large T antigen ATPase/helicase inhibition assay; higher % means a stronger effect | one-dose inhibition, % at 20 µM; IC50 in µM for titrated hits | 310,000 compounds, 0.39% hits; in the data active means a potency from the dose series; inconclusive means inhibition mostly from about 32% at the one dose, without a potency; inactive means the rest, 99 in 100 with inhibition below about 32%; further: strong numbers were not always called active
West Nile virus CPE: West Nile virus antiviral activity, cell-based, CPE readout (AID 1621); West Nile virus-infected cells, CPE inhibition; higher % means a stronger effect; 290,000 compounds, 0.02% hits; CPE inhibition, % at 10 µM; hits with a dose series show IC50 in µM; in the data active means a potency from the dose series; inconclusive means CPE inhibition mostly from about 3.7% at the one dose, without a potency; inactive means the rest, 99 in 100 with CPE inhibition below about 2.2%; further: strong numbers were not always called active
T cell HTS vesicle-bound %: second read-out of T cell HTS, no call of its own (marks repeat the call); double positive events, %; measured here: CD8+ vesicle-bound cell fraction;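 binding gate set so that unloaded-vesicle control wells show 10% double positive cells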
NTR1 agonist cell count 20 µM: second read-out of NTR1 agonist, no call of its own (marks repeat the call); cell count; measured here: cell count, cytotoxicity flag
NS5 inhibitors pilot replicate: further read-out of NS5 inhibitors, marked with its call; inhibition, %; measured here: pilot screen replicate inhibition
* = called active by the depositor; i = inactive; ? = inconclusive; . = not tested or not shown; [ ] = another dose, or the depositor's remark. Compounds were not picked by outcome; 1.5% or so of the library scored in one or more.

SMILES	T cell HTS	T cell HTS vesicle-bound %	NS5 inhibitors	RSV CPE inhibition	NTR1 agonist	NTR1 agonist cell count 20 µM	K1F lysis inhibition	PhoP inhibition	Rac1 GTP hydrolysis	Large T inhibition	West Nile virus CPE	others
c1ccc2c(N3CCCCC3)nc(N3CCCCC3)nc2c1	i	37	-4%	?	5.9	55	0.1%	-3%	6%	7%	.
Cc1nn(Cc2ccccc2)c(Cl)c1C(=O)OCc1nnc(-c2ccc(Cl)cc2)o1	i	50	-9%	7.3%	0.4	64	-0.3%	-4%	3%	8%	0.2%
O=C(CSc1nc2c(cnn2-c2ccc(F)cc2)c(=O)[nH]1)N1CCCCCC1	i	55	-8%	0.5%	12	43	-0.9%	3%	3%	7%	0.0%
Nc1nnc(SCn2nnc3ccccc3c2=O)s1	i	27	-12%	0.3%	0.2	43	0.4%	1%	10%	13%	0.5%
Cc1nn(-c2ccccc2)c2c1C1(C(=O)N(C)c3ccccc31)C(C#N)=C(N)O2 (stereo not given)	i	32	6%	2.3%	1.3	86	0.0%	2%	10%	31%	0.3%
COc1cc(Br)cc(/C=N/NC(=O)Cc2ccccc2)c1O	i	58	1%	11%	0.7	70	-0.3%	.	11%	5%	.
Clc1ccc(-c2cn3cc(Br)ccc3n2)cc1Cl	i	29	-7%	9.9%	2.3	63	5.7%	3%	0%	12%	-0.4%
CCCCC(=O)NC(=S)Nc1cccc(Cl)c1N1CCCCC1	i	16	-9%	11%	24	34	0.2%	-15%	-6%	5%	-1.2%
CC(OC(=O)c1ccc(-n2cnnn2)cc1)C(=O)NCc1ccccc1 (stereo not given)	i	25	-1%	-1.4%	0.9	50	1.1%[50 µM]	-7%	5%	18%	.
O=C(/C=C/c1ccccc1F)N1CCN(c2ccccn2)CC1	i	16	1%	0.8%	-0.3	67	0.0%	6%	5%	12%	0.2%

Gathered by group: the entries above containing a carbonyl joined to an NH by a bond outside any ring (three)
SMILES	T cell HTS	T cell HTS vesicle-bound %	NS5 inhibitors	RSV CPE inhibition	NTR1 agonist	NTR1 agonist cell count 20 µM	K1F lysis inhibition	PhoP inhibition	Rac1 GTP hydrolysis	Large T inhibition	West Nile virus CPE	others
COc1cc(Br)cc(/C=N/NC(=O)Cc2ccccc2)c1O	i	58	1%	11%	0.7	70	-0.3%	.	11%	5%	.
CCCCC(=O)NC(=S)Nc1cccc(Cl)c1N1CCCCC1	i	16	-9%	11%	24	34	0.2%	-15%	-6%	5%	-1.2%
CC(OC(=O)c1ccc(-n2cnnn2)cc1)C(=O)NCc1ccccc1 (stereo not given)	i	25	-1%	-1.4%	0.9	50	1.1%[50 µM]	-7%	5%	18%	.

The list goes on.
SMILES	T cell HTS	T cell HTS vesicle-bound %	NS5 inhibitors	RSV CPE inhibition	NTR1 agonist	NTR1 agonist cell count 20 µM	K1F lysis inhibition	PhoP inhibition	Rac1 GTP hydrolysis	Large T inhibition	West Nile virus CPE	others
Cc1cccc(CCNC(=O)c2nnc(Cc3ccc(Cl)cc3)o2)c1	i	32	-4%	3.0%	-2.1	60	0.7%	1%	0%	10%	.
CC(C)c1c(C(=O)N/N=C/c2ccc(Cl)cc2Cl)nnn1-c1nonc1N	i	11	-6%	2.4%	20	61	1.1%	-4%	12%	8%	1.7%
COc1ccc(-c2cc(C(=O)N3CCCCC3)c3ccccc3n2)cc1OC	i	34	-5%	1.0%	-0.7	50	0.1%	0%	0%	6%	0.4%
COc1ccc(NC(=O)Nc2ccc3c(c2)CCC3)cc1	i	56	2%	0.9%	1.0	61	-0.1%	-3%	-1%	20%	-0.5%
CCN1CC(CN(C)Cc2cn(-c3cccc(C)c3)nc2-c2cccc(F)c2)CC1=O (stereo not given)	i	22	0%	6.1%	3.0	37	-0.1%[50 µM]	-11%	8%	14%	-0.8%
Cc1ccc(-c2nnn(CC(=O)N3c4ccccc4CCc4ccccc43)n2)cc1	i	8	0%	17%	1.6	47	1.2%	5%	5%	6%	-0.5%
Cc1ccc(NC(=O)C2CCCN(S(=O)(=O)c3c(C)noc3C)C2)c(Br)c1 (stereo not given)	i	12	-1%	2.0%	0.7	48	-0.1%	9%	-12%	3%	0.1%
Cc1cccc(-n2c(C)cc(/C=N/NC(=O)c3ccc(CN4CCOCC4)cc3)c2C)c1	i	12	-5%	2.2%	1.3	62	2.1%	-3%	7%	-2%	0.7%
Cc1ccc(NC(=O)COC(=O)c2nn(C)c(=O)c3ccccc23)cc1F	i	44	-11%	.	0.7	68	0.7%[50 µM]	.	5%	.	.
O=C1CCCc2ccccc2N1Cc1cccc(F)c1	i	31	-9%	-1.1%	-1.0	29	-0.2%	1%	9%	2%	-1.1%
COc1ccc(Br)cc1C1Nc2ccccc2C(=O)N1NC(=O)c1ccncc1 (stereo not given)	i	1	-12%	-0.9%	0.4	46	0.3%	-6%	11%	0%	?
COc1ccc(-c2nc3ccccc3c(C(=O)Nc3ccc(S(=O)(=O)Nc4cc(C)on4)cc3)c2C)cc1	i	46	9%	1.5%	1.0	47	3.0%[50 µM]	-3%	8%	4%	-0.4%
C[C@H](CO)N1C[C@H](C)[C@@H](CN(C)C(=O)Nc2ccccc2)Oc2ccc(NC(=O)Nc3ccc(C(F)(F)F)cc3)cc2C1=O	i	9	-5%	.	15	43	5.4%	.	10%	.	.
CCN(CC(=O)NCc1cccs1)C(=O)c1ccc(-c2ccc(F)cc2)o1	i	55	-1%	.	-1.0	38	-0.1%[50 µM]	.	3%	.	.
Cc1cccc(NC(=O)CSc2nc3ccccc3o2)c1	i	55	-4%	0.7%	-0.2	83	0.0%	28%	8%	-4%	-0.3%
CCSc1nnc(NC(=O)C(C(F)(F)F)C(F)(F)F)s1	i	17	-3%	-0.2%	0.2	65	0.6%	29%	1%	18%	0.5%	NS5 inhibitors pilot replicate=1.5
OCCN(Cc1ccccc1)c1ncnc2sccc12	i	20	-6%	2.0%	-0.9	51	0.0%	7%	2%	0%	-1.3%
COc1ccccc1NC(=O)c1cc(Sc2nncn2C)nc2ccccc12	i	50	6%	1.7%	-1.5	42	1.2%	-5%	16%	-3%	0.1%
COc1ccc(OCC(O)CN2CCc3ccccc3C2)cc1 (stereo not given)	i	39	-4%	-0.2%	-1.0	59	0.4%	-4%	8%	11%	0.7%
CCOC(=O)c1ccc(-c2ccc(/C=N/NC(=O)Cc3nnc(N)s3)o2)cc1	i	21	-4%	.	1.4	48	0.3%	-5%	2%	12%	0.5%
CCOc1ccccc1N=Nc1c(C)[nH]n(C(N)=S)c1=O	i	30	-6%	46%	5.7	54	0.2%	-6%	12%	5%	0.1%
Cc1[nH]c2ccccc2c1C(=O)C(=O)NCC1CCCO1 (stereo not given)	i	31	1%	0.0%	-2.2	85	0.3%	0%	8%	29%	0.4%
COc1ccc2c(Cl)c(C(=O)N/N=C/c3ccc4c(c3)OCO4)sc2c1	i	24	-3%	4.4%	3.9	69	2.8%	-6%	3%	-3%	0.4%
CCOC(=O)N1CCN(C(=O)COC(=O)CN(C)S(=O)(=O)c2ccc(NC(C)=O)cc2)CC1	i	63	-5%	1.1%	-0.3	54	1.0%[50 µM]	-5%	6%	9%	-0.4%
COc1ccc(NC(=O)CNC(=O)c2c(C)nn(C)c2Cl)cc1	i	38	2%	0.7%	1.4	52	0.0%	0%	3%	7%	0.1%
Cc1ccccc1OCCC(=O)OCC(=O)NC(C)c1ccccc1 (stereo not given)	i	47	-5%	1.2%	-0.9	91	-0.4%	-3%	5%	-3%	0.2%
O=C1NN=C(c2ccc(Cl)cc2)CC1c1cccc(Br)c1 (stereo not given)	i	43	.	?	4.6	53	0.0%	-8%	8%	13%	-0.7%
CSc1cccc(NC(=O)COc2ccccc2)c1	i	56	1%	5.6%	-1.4	67	-3.6%	-15%	-4%	20%	0.3%
Cc1noc(C)c1S(=O)(=O)Nc1cccc(C(F)(F)F)c1	i	61	-4%	0.0%	0.5	57	2.2%	-1%	1%	7%	-0.3%
O=C(NCCCN1CCOCC1)c1onc(CSc2ccccn2)c1C(=O)NCCCN1CCOCC1	i	30	1%	-0.2%	-2.4	92	1.2%	-1%	4%	13%	-0.4%
COc1ccc(-c2csc(NC(=O)C3=COCCO3)n2)c(OC)c1	i	42	-4%	2.6%	2.6	57	0.7%[50 µM]	-6%	1%	14%	.
Cc1onc(-c2ccccc2Cl)c1C(=O)NCCn1c(C)cc2ccccc21	i	31	10%	-0.1%	-3.7	54	2.1%	.	7%	10%	-0.7%
O=C(CNc1ccc(Br)cc1)c1ccc(Br)s1	i	14	-12%	2.0%	0.5	59	-0.1%	1%	6%	4%	-0.3%
CCc1nc2ccccc2n1CC(=O)N(C(C)CC)C1CCS(=O)(=O)C1 (stereo not given)	i	49	-4%	0.4%	-0.8	65	-0.6%	10%	4%	-1%	0.0%
COc1ccc(C(=O)Nc2ccccc2C(=O)NC(Cc2ccc(O)cc2)C(=O)NNC(=O)c2ccncc2)cc1 (stereo not given)	i	62	4%	1.2%	1.5	33	-0.9%	1%	3%	13%	0.3%
CC(/C=C/c1ccccc1)=N\NC(=O)C1CC1(C)c1ccccc1 (stereo not given)	i	41	-6%	51%	9.1	88	6.3%	17%	6%	13%	1.4%
CC(=O)NC(c1ccccc1)c1cc(Cl)c2cccnc2c1O (stereo not given)	i	55	38%	1.9%	6.9	62	0.2%	19%	13%	8%	?	NS5 inhibitors pilot replicate=3.3
COc1cccc(-c2nnc(N(C)C(=O)c3ccno3)s2)c1	.	.	.	.	-0.4	58	.	5%	.	2%	0.2%
O=C(Nc1c2c(nn1-c1ccccc1)CS(=O)(=O)C2)c1cc2ccccc2o1	i	10	1%	2.5%	1.8	43	-0.1%[50 µM]	-1%	5%	8%	0.0%
O=C(NCc1ccco1)C1CCCN(S(=O)(=O)Cc2ccccc2)C1 (stereo not given)	i	31	1%	2.3%	0.5	66	3.9%	10%	1%	-3%	-0.6%
S=C(CN1CCCC1=S)NCCc1ccccc1	i	16	6%	.	1.5	44	-0.5%	1%	4%	17%	0.4%
CCC(C)C(=O)Nc1nnc(CCc2ccccc2)s1 (stereo not given)	i	48	-1%	2.3%	-0.2	56	1.3%	-8%	4%	-14%	-0.6%
O=C(Nc1cccc2ccccc12)c1cnsn1	i	20	-1%	-0.9%	1.9	76	0.3%	5%	4%	8%	-0.9%
